phage Ecoli inh = E. coli growth loss with phage present; growth absorbance; 360,000 compounds, 0.26% hits; inhibition, % at 11.9 µM; AID 651602; in the data active = inhibition above about 11%
Tat transport = blocks Tat-dependent protein export in E. coli. inhibition, % at 10 µM. 340,000 compounds, 0.036% hits. E. coli MC4100 TorA-mCherry Tat export, fluorescence;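 active = mean replicate inhibition at least 50% and at least half of replicates individually reaching 50%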;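 also: exported cargo escapes ClpAP degradation while cytoplasmic cargo is degraded and loses fluorescence; 0% = median of neutral control wells and 100% = median of NaSCN control wells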
PfHsp90 set2 = inhibits growth of yeast expressing Plasmodium falciparum Hsp90 | 310,000 compounds, 0.32% hits | inhibition, % at 9.4 µM | AID 504621 | S. cerevisiae expressing PfHsp90, BacTiter-Glo ATP, 48 h; yeast lacking PDR1 and PDR3 efflux regulators;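 active = every replicate shows inhibition above about 80%, whatever the replicate mean, limit read from the data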;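 also: 0% = DMSO neutral controls and 100% = 20 µM radicicol positive controls; yeast relying on Plasmodium falciparum Hsp90 in place of its own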
SUMO Mot1 rescue = blocks SUMOylation pathway, rescuing yeast Mot1-301 growth | S. cerevisiae Mot1-301 growth rescue, ATP luminescence, 38.5C; percent above DMSO median, 100 means doubled | growth rescue, % at 18.8 µM | 320,000 compounds, 1% hits | AID 2716;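 active = every valid replicate shows activation above 250% relative to neutral control wells; inactive = the rest, any valid replicate at or below 250%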;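 also: OY570 slx delta 5 strain wells were the positive control but not used for scaling; some compounds called inactive have numbers as strong as hits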
E coli growth = counter-screen for AddAB inhibitors: E. coli growth inhibition. E. coli V3065 growth, OD600 absorbance, 18 h. inhibition, % at 11.9 µM. 330,000 compounds, 0.27% hits;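 active = inhibition above the campaign's mean inhibition across all tested compounds plus 3 SD, cut at about 9.9% in these data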;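 also: uninfected addAB+ strain grown without phage in ampicillin broth; 0% = DMSO wells and 100% = ciprofloxacin 0.95 µg/ml wells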
AddAB inh = less growth of phage-infected E. coli with AddAB | E. coli expressing H. pylori AddAB, absorbance growth | inhibition, % at 11.9 µM | 330,000 compounds, 0.29% hits; in the data active = inhibition above about 12%;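 also: 0% = vehicle wells of infected cells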
OPRM1-OPRD1 ag = agonists of human mu-delta opioid receptor heterodimerization. activation, % at 9.3 µM. 340,000 compounds, 0.3% hits. AID 504326. cells, OPRM1-OPRD1 heterodimerization, luminescence. P35372+P41143; in the data active = activation above about 18%;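 also: 0% = vehicle-treated cells and 100% = reference agonist; values of inactives mirror those of a sister screen read the other way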
MOR-DOR inv ag = inverse agonist of human OPRM1-OPRD1 heterodimerization | cell-based MOR-DOR heterodimer luminescence, inverse agonism | 340,000 compounds, 0.21% hits | P35372+P41143 | inhibition, % at 9.3 µM; in the data active = inhibition above about 22%, passing the limit was not always enough;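 also: 0% = cells with DMSO and 100% = wells without cells with DMSO; values of inactives mirror those of a sister screen read the other way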
PKA-R1A act = activators of PKA-R1A complex | P00514+P68181 | PKA-R1A dissociation, Cy5-IP20 fluorescence polarization; scaled: DMSO 0%, 113 µM cGMP 100% | activation, % at 11.4 µM | 340,000 compounds, 0.083% hits;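 active = percent activation above the mean of all tested compounds plus 3 SD, cut at about 19% in these data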;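 also: higher means more PKAc released from R1A so a rise in polarization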
DSG3 Ab inh = inhibitors of pemphigus antibody binding to human desmoglein-3 | P32926 | DSG3-coupled beads, scFv-anti-DSG3-GFP binding, flow cytometry; active compounds read low | binding (percent of control), % at 10 µM | 310,000 compounds, 0.48% hits | AID 588358;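 active = binding more than 3 SD below its plate's average and above zero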;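 also: hits lower antibody fragment binding to DSG3; some compounds called inactive have numbers as strong as hits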
Target sequence (P32926 whole entry, looked up, the tested form may be a part): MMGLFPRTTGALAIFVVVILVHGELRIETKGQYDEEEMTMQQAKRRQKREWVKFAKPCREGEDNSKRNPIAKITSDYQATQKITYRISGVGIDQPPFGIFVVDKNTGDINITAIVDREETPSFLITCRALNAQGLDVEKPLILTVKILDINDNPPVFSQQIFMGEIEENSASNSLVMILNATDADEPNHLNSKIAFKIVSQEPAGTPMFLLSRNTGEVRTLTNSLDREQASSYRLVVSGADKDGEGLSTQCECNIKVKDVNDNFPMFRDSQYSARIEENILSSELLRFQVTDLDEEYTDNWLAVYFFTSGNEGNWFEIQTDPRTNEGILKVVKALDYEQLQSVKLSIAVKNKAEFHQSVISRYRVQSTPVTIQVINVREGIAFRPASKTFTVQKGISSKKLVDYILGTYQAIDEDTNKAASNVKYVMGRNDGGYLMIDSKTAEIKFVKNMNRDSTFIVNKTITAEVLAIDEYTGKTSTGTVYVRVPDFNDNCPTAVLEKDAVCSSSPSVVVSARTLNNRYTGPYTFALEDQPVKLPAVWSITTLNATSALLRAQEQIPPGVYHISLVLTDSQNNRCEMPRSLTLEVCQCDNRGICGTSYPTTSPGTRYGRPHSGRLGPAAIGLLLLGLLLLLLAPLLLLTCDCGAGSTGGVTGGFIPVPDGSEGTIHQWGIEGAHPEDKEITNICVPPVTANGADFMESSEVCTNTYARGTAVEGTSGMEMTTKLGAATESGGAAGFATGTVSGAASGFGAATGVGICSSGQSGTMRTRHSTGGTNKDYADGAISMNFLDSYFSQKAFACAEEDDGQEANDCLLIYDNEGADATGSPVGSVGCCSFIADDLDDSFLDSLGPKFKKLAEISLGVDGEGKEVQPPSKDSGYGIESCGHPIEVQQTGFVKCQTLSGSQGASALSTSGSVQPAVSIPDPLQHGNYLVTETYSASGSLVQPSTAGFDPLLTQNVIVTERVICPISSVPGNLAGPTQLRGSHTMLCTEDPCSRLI
Arrestin-AP2 inh = inhibitors of human beta-arrestin and AP2 interaction; 340,000 compounds, 0.31% hits; FITC-arrestin peptide / GST-AP2 beads, flow cytometry; AP2 beta2 appendage carries R879A mutation; inhibition, % at 10 µM;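 active = inhibition above a set limit, near 3 SD of compounds lacking own fluorescence, cut at about 54% in these data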;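 also: plate controls were DMSO wells for no effect and 5 µM unlabelled arrestin peptide for full effect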
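System: GST-AP2 R879A bound to glutathione beads, E. coli-expressed. Also added: 50 nM FITC-arrestin peptide. Schedule: compound with beads 12 min RT, then probe 1 h RT. Signal: bead flow cytometry, FITC channel. Read-out basis: percent response.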
* marks the source's active call; other numbers are inactive results; x = no result given.

SMILES	phage Ecoli inh	Tat transport	PfHsp90 set2	SUMO Mot1 rescue	E coli growth	AddAB inh	OPRM1-OPRD1 ag	MOR-DOR inv ag	PKA-R1A act	DSG3 Ab inh	Arrestin-AP2 inh
Cc1cccc(NC2=C(C#N)C(=O)NC3(CCCC3)S2)c1	-0.4	0	-28	4	-1.2	-0.4	-2.5	14	-1	98	11
Cc1ccccc1N(CC(=O)Nc1ccc(F)cc1)S(C)(=O)=O	2.1	0	15	-5	0.4	-1.3	-0.2	1	-1	112	13
CCOc1cccc(OCCOCCNC(C)(C)C)c1	-2.8	-3	-20	-16	-0.2	0.7	0.9	-5	7	92	6
COCCNC(=O)c1onc(CSc2ccccc2)c1C(=O)O	1.1	-9	-37	-3	-0.5	1.0	-2.6	15	5	107	1
CC(C)(C)c1nn(-c2ccccc2)c2[nH]c(=O)c(CNCc3ccco3)cc12	2.4	-2	-4	6	-2.8	0.6	5.6	-34	-3	101	0
COc1ccc(C(=O)NNC(=O)CSc2nc3c([nH]2)c(=O)n(C)c(=O)n3C)cc1	3.5	5	-19	3	-0.9	3.7	-0.8	4	2	103	14
CCOC(=O)NCC(C#CCN(CC)CC)N(CC)CC (centres undefined)	0.7	8	x	-9	1.1	3.1	-1.9	9	5	104	-12
Cc1ccc(Nc2nc(N)nc(CSc3nncn3C)n2)cc1	2.4	-8	-7	13	-1.0	-2.9	-0.9	5	1	106	-12
CN=Cc1c(NC)nc2c(C)cccn2c1=O	3.9	-1	-37	5	-2.2	2.9	-0.8	3	-7	x	-2
CN(C)C(CNC(=O)CSc1nc2sc3c(c2c(=O)n1C)CCC3)c1ccccc1 (centres undefined)	2.3	-8	3	x	-1.3	-1.1	0.2	-1	-8	99	2
CSc1ccc(CN(C)C(=O)CN2C(=O)NC3(CCCC3)C2=O)cc1	-0.7	-3	-3	-20	1.5	2.6	0.3	-2	-16	101	24
CC1CC(C)(C)NC(=S)N1CCCC(=O)N1CCN(c2ccc(F)cc2)CC1 (centres undefined)	1.2	-5	1	12	0.2	2.3	-2.5	14	10	110	25
O=C(c1ccc(-c2ccccc2Cl)o1)N1CCCC(C(F)(F)F)C1 (centres undefined)	-0.2	8	x	-1	-0.5	0.5	7.7	-33	-10	90	2
Cc1cccc(N)c1SC1CCCCC1O (centres undefined)	3.1	-7	15	-7	2.4	2.6	-0.3	2	-1	98	4
COc1cc(NS(=O)(=O)c2ccc(NC(=S)NC(=O)c3ccc(F)c(F)c3)cc2)nc(OC)n1	0.6	-2	-9	-17	4.6	7.9	-2.6	14	-3	x	48
Cc1ccc(S(=O)(=O)C2(C(=O)Nc3ccc(C(C)C)cc3)CC2)cc1	2.8	13	10	x	-0.7	1.6	-2.6	14	-6	91	-7
CCOC(=O)c1cnc2cc(C)ccn2c1=O	2.0	5	30	-19	0.5	6.2	-1.1	6	-1	95	2
CC(C)OCCCNS(=O)(=O)c1ccc2c(c1)OCCO2	2.5	12	24	189	1.5	3.1	-1.5	8	-9	x	2
COc1cc(Cl)cc(/C=C/c2ccc3cccc(O)c3n2)c1OC	-0.1	10	10	57	-2.1	1.0	0.7	-4	0	97	4
Cc1cccc(N(C)C(=O)c2coc(=O)c3ccccc23)c1	0.3	0	3	316	-0.6	-1.6	-0.9	5	-6	98	26
Nc1cc(=O)[nH]c(SCCSc2ccccc2F)n1	3.0	-1	1	1	2.3	2.9	1.7	-13	-9	x	12
NC(=S)Nc1c(Cl)cccc1Cl	2.2	17	15	-2	-1.7	1.1	-2.1	11	-14	118	2
Cc1ccc(C)c(S(=O)(=O)NCc2ccc(C(=O)NCc3ccco3)cc2)c1	2.5	2	2	-15	-1.2	0.8	-0.8	5	-6	x	7
O=C(NC1CCCC1)c1c[nH]c2ccc(F)cc2c1=O	3.3	-15	-5	54	-2.2	0.4	0.2	-2	-1	x	1

No new results follow: 11 of the compounds above.
SMILES	phage Ecoli inh	Tat transport	PfHsp90 set2	SUMO Mot1 rescue	E coli growth	AddAB inh	OPRM1-OPRD1 ag	MOR-DOR inv ag	PKA-R1A act	DSG3 Ab inh	Arrestin-AP2 inh
Cc1cccc(N)c1SC1CCCCC1O (centres undefined)	3.1	-7	15	-7	2.4	2.6	-0.3	2	-1	98	4
COc1cc(NS(=O)(=O)c2ccc(NC(=S)NC(=O)c3ccc(F)c(F)c3)cc2)nc(OC)n1	0.6	-2	-9	-17	4.6	7.9	-2.6	14	-3	x	48
Cc1ccc(S(=O)(=O)C2(C(=O)Nc3ccc(C(C)C)cc3)CC2)cc1	2.8	13	10	x	-0.7	1.6	-2.6	14	-6	91	-7
CCOC(=O)c1cnc2cc(C)ccn2c1=O	2.0	5	30	-19	0.5	6.2	-1.1	6	-1	95	2
CC(C)OCCCNS(=O)(=O)c1ccc2c(c1)OCCO2	2.5	12	24	189	1.5	3.1	-1.5	8	-9	x	2
COc1cc(Cl)cc(/C=C/c2ccc3cccc(O)c3n2)c1OC	-0.1	10	10	57	-2.1	1.0	0.7	-4	0	97	4
Cc1cccc(N(C)C(=O)c2coc(=O)c3ccccc23)c1	0.3	0	3	316	-0.6	-1.6	-0.9	5	-6	98	26
Nc1cc(=O)[nH]c(SCCSc2ccccc2F)n1	3.0	-1	1	1	2.3	2.9	1.7	-13	-9	x	12
NC(=S)Nc1c(Cl)cccc1Cl	2.2	17	15	-2	-1.7	1.1	-2.1	11	-14	118	2
Cc1ccc(C)c(S(=O)(=O)NCc2ccc(C(=O)NCc3ccco3)cc2)c1	2.5	2	2	-15	-1.2	0.8	-0.8	5	-6	x	7
O=C(NC1CCCC1)c1c[nH]c2ccc(F)cc2c1=O	3.3	-15	-5	54	-2.2	0.4	0.2	-2	-1	x	1

Next structures
SMILES	phage Ecoli inh	Tat transport	PfHsp90 set2	SUMO Mot1 rescue	E coli growth	AddAB inh	OPRM1-OPRD1 ag	MOR-DOR inv ag	PKA-R1A act	DSG3 Ab inh	Arrestin-AP2 inh
CNc1nc(Cl)c(SC)c(NCc2cccc(OC)c2)n1	2.1	1	-9	6	2.2	-0.9	-0.7	3	-1	93	1
CCN(C(=O)COC(=O)CNC(=O)c1ccc(Cl)cc1Cl)c1c(N)n(Cc2ccccc2)c(=O)[nH]c1=O	3.1	8	-5	-4	1.9	1.2	-2.2	9	-11	x	-20
O=C(COc1ccc(Cl)cc1Br)NC(=O)NC1CCCC1	3.8	9	x	x	x	x	5.0	-32	-3	110	-10
O=C(c1cnc2n(c1=O)CCS2)N1CCCc2ccccc21	1.0	0	-12	1	1.0	-0.8	-1.0	6	1	93	6
Cc1nn(Cc2ccccc2Cl)c(C)c1NC(=O)/C=C/c1cnn(C)c1	2.2	-5	19	-20	-1.5	0.3	-2.7	14	6	107	-8
C=CCN1C(=NC(=O)CCC)SC2CS(=O)(=O)CC21 (centres undefined)	4.4	3	x	3	3.6	5.0	-0.9	5	4	x	6
CC(C)[C@H](NC(=O)[C@@H]1Cc2ccccc2CN1)C(=O)Nc1ccc2c(c1)OCCO2	1.6	3	-1	29	-0.2	1.7	-2.8	15	-5	101	-11
COc1cccc(C2C(C(=O)c3cc4cccc(OC)c4o3)=C(O)C(=O)N2c2cc(C)on2)c1OC (centres undefined)	2.1	-7	-2	-2	-1.3	3.5	-4.2	17	0	x	27
Fc1ccc(-c2cc(C(F)(F)F)nc(-n3cc(Cl)cn3)n2)cc1	0.8	15	-5	3	1.4	1.4	2.2	-11	-15	96	-10
CN(C)Cc1ccccc1COc1ccccc1	4.3	-1	-5	-5	0.8	1.7	2.7	-14	0	117	9
CC(C)(CC(=O)O)CC(=O)NCc1c(Cl)cccc1Sc1ccc(Cl)cc1	-0.4	x	x	-8	-0.8	1.7	x	x	x	113	3
COc1cccc(OCCn2c(C)c(/C=N/n3cnnc3)c3ccccc32)c1	3.2	2	-3	2	-1.2	2.5	-1.5	9	-6	72	0
CCCC(=O)Nc1ccc2nc(SCC(=O)N3CCCC3)sc2c1	0.9	2	8	-6	-1.0	1.4	2.9	-13	-10	101	-14
O=C(NCCc1cccnc1)c1cc(COc2ccc(F)cc2F)on1	5.5	-12	-22	18	1.3	3.0	-2.5	13	-5	109	0
COc1cc(C(=O)O/N=C(\N)c2ccccn2)cc(OC)c1OC	5.6	4	-13	6	1.5	1.2	1.5	-7	-10	x	2
O=c1cc(NCc2ccccc2)nc2n1CCCS2	4.0	12	7	15	2.8	1.5	1.6	-8	-9	103	32
O=[N+]([O-])c1cccc(-c2ccc(SCc3ccccn3)nn2)c1	2.9	-8	-51	11	1.4	2.5	3.5	-17	-8	118	-24
CC(NC(=O)COc1cc(=O)n(C)c2ccccc12)c1ccc2c(c1)OCCO2 (centres undefined)	-0.9	-4	-7	0	-4.3	3.1	-2.8	12	-11	100	-1
Cc1ccc(S(=O)(=O)N2CCCC(C)C2)cc1 (centres undefined)	1.5	6	-7	2	1.4	2.8	-1.9	10	11	110	-3
Fc1ccc(-c2ccnc3nc(N4CCOCC4)nn23)cc1	0.4	-7	x	-3	-1.3	2.1	-3.9	18	6	107	0
O=C(CCN=C1NS(=O)(=O)c2ccccc21)OCc1nnc(-c2ccc([N+](=O)[O-])cc2)o1	3.1	3	x	-3	-1.4	2.2	8.4	-44	-3	88	-6
CCCC(=O)N1CCN(c2nc3c(OC)ccc(Cl)c3s2)CC1	0.8	-1	-23	19	-0.1	3.7	1.6	-8	4	101	33
Cc1cnc(CNC(=O)C2CCC(=O)N(CCc3cccc(F)c3)C2)[nH]1 (centres undefined)	1.1	-1	3	-16	0.4	3.6	-3.4	17	-2	101	24
O=[N+]([O-])c1cc(S(=O)(=O)N2CCCCCC2)ccc1F	1.1	4	14	577*	-2.1	-0.2	3.1	-16	-6	99	-5

Bioassay records as filed in PubChem.
